# MEKK2wt PB1 HTS = modulators of MEK5 binding to wildtype MEKK2, primary screen, biochemical, multiplex bead flow cytometry, Alexa488-MEK5; Mitogen-activated protein kinase kinase kinase 2 (Homo sapiens), Q9Y2U5; Alexa488-MEK5 binding to MEKK2 WT; actives lie on both sides; binding response (% of control), % at 10 µM; 290,000 compounds, 1.1% hits; AID 1531, 2009; in the data active = binding response below about 67% or above about 130%
# NALP1 yeast inh = NALP1 inflammasome inhibitors in reconstituted yeast, colorimetric, S. cerevisiae, triplicate retest; S. cerevisiae NALP1/ASC/caspase-1 growth, X-gal OD620, 72 h; inhibition, % at 10 µM; 280,000 compounds, 0.61% hits; AID 2071, 2009; in the data active = inhibition mostly above about 24%, no sharp cut-off; inactive = mostly below about 32%; note: some compounds called inactive have numbers as strong as hits
# MEKK3 PB1 HTS = modulators of MEKK3-MEK5 PB1 binding, primary screen, biochemical, wildtype MEKK3, multiplex bead flow cytometry, Alexa488-MEK5 | AID 1529, 2009 | 290,000 compounds, 1.4% hits | bead-based flow cytometry, Alexa488-MEK5 binding to MEKK3; actives lie on both sides; 0 = blocked by unlabeled MEK5, 100 = vehicle | binding response (% of control), % at 10 µM;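 active = binding response more than 3 SD above or below the average of its plate-row segment, actives on both sides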;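 note: Alexa488 bead fluorescence after subtracting the streptavidin-only scavenger bead signal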
# Target sequence (Q99759 whole entry, looked up): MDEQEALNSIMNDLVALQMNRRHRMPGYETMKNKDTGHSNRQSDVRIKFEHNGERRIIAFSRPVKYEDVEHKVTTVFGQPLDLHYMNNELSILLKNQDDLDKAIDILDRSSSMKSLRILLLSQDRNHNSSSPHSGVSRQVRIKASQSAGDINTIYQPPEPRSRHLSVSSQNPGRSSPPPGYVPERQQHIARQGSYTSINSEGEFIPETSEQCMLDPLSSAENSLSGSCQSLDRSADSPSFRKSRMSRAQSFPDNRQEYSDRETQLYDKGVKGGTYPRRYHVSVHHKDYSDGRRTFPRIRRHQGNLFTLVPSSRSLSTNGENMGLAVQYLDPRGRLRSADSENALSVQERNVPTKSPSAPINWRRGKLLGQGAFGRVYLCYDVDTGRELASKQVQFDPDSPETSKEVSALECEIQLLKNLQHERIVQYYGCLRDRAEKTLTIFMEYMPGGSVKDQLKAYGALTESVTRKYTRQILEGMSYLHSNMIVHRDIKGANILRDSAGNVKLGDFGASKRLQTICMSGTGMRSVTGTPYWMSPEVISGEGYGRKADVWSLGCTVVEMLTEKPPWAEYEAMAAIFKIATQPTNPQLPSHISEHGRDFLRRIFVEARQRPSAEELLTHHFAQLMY
# PfM18AAP inh = PfM18AAP inhibitors, malaria aminopeptidase, primary screen, biochemical, QFRET, recombinant enzyme; M18 aspartyl aminopeptidase (Plasmodium falciparum 3D7); H-Glu-NHMec fluorogenic cleavage; inhibition, % at 7.35 µM; 290,000 compounds, 1.2% hits; AID 1822, 2009;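 active = inhibition above the campaign mean inhibition over all tested compounds plus 3 SD, cut at about 28% in these data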;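 note: 0% = plate median of test compound wells and 100% = 2 mM ZnCl2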
# PHOSPHO1 inh = PubChem AID 1565; inhibition, % at 13.3 µM; Phosphoethanolamine/phosphocholine phosphatase (Homo sapiens), Q8TCT1; 290,000 compounds, 1.1% hits; recombinant PHOSPHO1, absorbance phosphatase assay; in the data active = inhibition above about 60%
# GPR7 antag = GPR7 receptor antagonists, primary screen, cell-based, fluorescence, single concentration; 290,000 compounds, 1.1% hits; inhibition, % at 4.4 µM; GPR7-expressing cells, fluorescence antagonist assay; AID 1861, 2009; in the data active = inhibition above about 16%, passing the limit was not always enough;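 note: cells stimulated with the agonist NPW; 0% = agonist with vehicle and 100% = vehicle without agonist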
# MEKK2 mut-MEK5 = MEK5 binding signal on mutant MEKK2 PB1, primary screen, biochemical, multiplex bead flow cytometry, Alexa488-MEK5. percent response, % at 10 µM. Alexa488-MEK5 binding to MEKK2 mutant. AID 1530, 2009. 290,000 compounds, 0.35% hits; in the data active = percent response above about 24%, passing the limit was not always enough; note: inactives centre near 1; some results filed as inactive read as strong as hits; reference of the scale not given here
# DNA FID counter = compounds displacing fluorescent DNA intercalator, primary screen, artefact control for HCV NS3 helicase inhibitor project, biochemical, FID fluorescence; DNA fluorescent intercalator displacement; inhibition, % at 7.9 µM; 290,000 compounds, 0.17% hits; AID 1845, 2009; in the data active = inhibition above about 37%;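 note: 0% = vehicle and 100% = reference compound; higher means more ethidium bromide displaced from hairpin DNA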
# OXTR agonist = human OXTR agonists, primary screen, fluorescence, CHO-OTR cells, Fluo-8 calcium; activation, % at 3 µM; Fluo-8 calcium fluorescence; normalized: DMSO 0%, oxytocin 100%; 320,000 compounds, 0.32% hits; Oxytocin receptor (Homo sapiens), P30559;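 active = activation above the mean of all tested compounds plus 3 SD, cutoff set per screening run, cut at about 20% in these data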;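 note: peak over basal fluorescence ratio from a 100 s FLIPR kinetic read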
# Target sequence (P30559 whole entry, looked up): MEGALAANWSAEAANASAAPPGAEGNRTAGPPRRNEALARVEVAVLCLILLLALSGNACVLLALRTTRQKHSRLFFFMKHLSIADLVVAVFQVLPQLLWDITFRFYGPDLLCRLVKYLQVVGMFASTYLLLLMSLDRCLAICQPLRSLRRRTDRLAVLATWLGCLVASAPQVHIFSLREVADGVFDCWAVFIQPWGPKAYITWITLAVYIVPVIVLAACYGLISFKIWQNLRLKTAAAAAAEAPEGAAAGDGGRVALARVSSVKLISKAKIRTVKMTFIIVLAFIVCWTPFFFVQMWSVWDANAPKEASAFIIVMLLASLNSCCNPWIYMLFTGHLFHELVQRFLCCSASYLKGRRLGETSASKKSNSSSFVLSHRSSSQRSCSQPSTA
# Active calls of the source: *; · = no result given.
SMILES,MEKK2wt PB1 HTS,NALP1 yeast inh,MEKK3 PB1 HTS,PfM18AAP inh,PHOSPHO1 inh,GPR7 antag,MEKK2 mut-MEK5,DNA FID counter,OXTR agonist
CC1CN(C(=O)CN2C(=O)c3ccccc3C2=O)CC(C)O1 (stereo unspecified),102,11,97,-5,19,-11,6,4,0.2
O=C(NCc1ccccc1)C1=C[C@@H](C2CCCCC2)C[C@@H](OCc2ccc(CO)cc2)O1,91,10,101,-1,9,-11,1,-10,0.2
COc1ccc(S(=O)(=O)N2CCOCC2)cc1C(=O)N1CCCCCC1,99,7,98,-13,24,-13,-2,-16,0.1
O=C(c1cc(-c2cccc(Cl)c2)on1)N1CCCCCC1,109,9,106,-4,20,12,10,-30,-1.7
CCOC(=O)c1c(C)oc2ccc(NS(=O)(=O)c3ccc(C(=O)O)cc3)cc12,100,6,98,8,20,-9,1,-38,0.8
Nc1cccn2c(-c3ccc(Cl)cc3)cnc12,96,-3,96,-2,12,-7,-2,-4,-0.4
CCN1C(=O)N[C@@H](CCc2ccccc2)[C@H](C(C)=O)[C@H]1C,89,·,86,·,·,·,-4,·,-0.7
CCN(CC)C(=O)C(=O)Nc1ccc(OCc2ccccc2)cc1,103,21,104,1,6,-11,2,-22,1.3
O=C(Cn1cccc1C(=O)c1ccccc1)NCCCN1CCOCC1,94,0,95,2,11,4,-5,10,-0.2
O=C(/C=C/c1ccc2c(c1)OCO2)NCC1CCCO1 (stereo unspecified),102,-1,103,3,20,-1,4,3,0.1
CCc1ncc(CN2CCC(C(=O)Nc3ccc(-n4nc(C)cc4C)cc3)CC2)cn1,100,16,101,3,51,-7,0,-7,-0.5
COc1ccccc1CN1CCC(n2nccc2NC(=O)CCc2ccccc2)CC1,122,14,104,1,29,-11,14,7,-0.1
CC1(C)S[C@@H]2[C@H](NC(=O)C(C(=O)O)c3ccccc3)C(=O)N2[C@H]1C(=O)O (stereo partly specified),93,25,90,1,1,1,-4,-13,0.3
COc1cc(C(=O)NC2CCN(Cc3ccccc3)CC2)cc(Cl)c1OC,103,12,104,-7,24,9,0,9,1.7
CCOC(=O)c1ccc(NC(=O)c2nc[nH]c2C(=O)N[C@@H](CCCCNC(=O)OC(C)(C)C)C(=O)OC(C)(C)C)cc1,108,·,105,·,48,·,3,·,0.2
CCc1c(C(=O)N/N=C/c2ccc(OCc3ccc(F)cc3)c(OC)c2)nnn1-c1nonc1N,97,12,104,-13,4,-11,-5,-12,1.6
CCN1CCN(C(=O)C2CCCN(S(=O)(=O)c3cccc4nsnc34)C2)CC1 (stereo unspecified),107,14,101,9,-3,-8,3,1,0.6
CN(c1ccc(C(=O)N2CCCCC2)cc1)S(C)(=O)=O,106,26,103,1,-28,2,3,0,1.1
CCOCCCNC(=O)C(c1ccc(OC)cc1)N(Cc1cccs1)C(=O)CNC(C)=O (stereo unspecified),82,3,92,3,8,1,-15,-11,1.0
Cc1ccnc(NC(NC(=O)C(C)C)(C(F)(F)F)C(F)(F)F)c1,88,24,93,6,-11,-12,-3,3,0.2
O=C(NCC(=O)N1CCN(c2ccccc2O)CC1)c1ccc2ccccc2c1,99,12,98,4,18,-14,3,-39,-0.5
O=C(Oc1coc(CSc2ncccn2)cc1=O)c1ccco1,99,6,101,-8,-2,-7,1,-2,-0.1
COc1ccccc1NC(=O)Nc1nnc(CC(=O)Nc2ccccc2C)s1,107,11,108,-4,21,-8,7,-7,0.1
O=C(Nc1nnc(C2CC2)s1)c1ccc(S(=O)(=O)c2ccccc2)cc1,106,-15,107,3,-1,-4,6,0,0.3
O=C(O)/C=C/C(=O)Nc1ccc(Oc2ccc(NC(=O)/C=C/C(=O)O)cc2)cc1,106,21,150*,7,-9,1,1,2,-0.1

# Another view of some results above:
mol	MEKK2wt PB1 HTS	NALP1 yeast inh	MEKK3 PB1 HTS	PfM18AAP inh	PHOSPHO1 inh	GPR7 antag	MEKK2 mut-MEK5	DNA FID counter	OXTR agonist
Cc1ccnc(NC(NC(=O)C(C)C)(C(F)(F)F)C(F)(F)F)c1	88	24	93	6	-11	-12	-3	3	0.2
CCOC(=O)c1c(C)oc2ccc(NS(=O)(=O)c3ccc(C(=O)O)cc3)cc12	100	6	98	8	20	-9	1	-38	0.8

# Following part.
SMILES,MEKK2wt PB1 HTS,NALP1 yeast inh,MEKK3 PB1 HTS,PfM18AAP inh,PHOSPHO1 inh,GPR7 antag,MEKK2 mut-MEK5,DNA FID counter,OXTR agonist
Cc1ccc(N(C(=O)c2ccc3c(c2)OCO3)C2C=CS(=O)(=O)C2)cc1C (stereo unspecified),105,10,107,-4,-5,-7,2,-24,-0.3
O=C(CCOc1ccccc1)N1CCN(c2ccc(O)cc2)CC1,99,1,94,18,16,-11,-1,-9,1.7
CCOC(=O)C1CCCN(C(=O)c2ccc3c(c2)OCO3)C1 (stereo unspecified),90,-102,96,4,2,-8,-6,-2,-0.3
Cc1ccc(-n2c(CNc3ccc(C)c(Cl)c3)n[nH]c2=S)cc1,99,4,99,14,-5,-3,-7,-28,0.9
NC(=O)c1cc2cc(Cl)ccc2oc1=O,102,6,102,-2,-4,2,2,0,-0.6
CCc1cccc2c(C(=O)CSc3nncn3-c3ccccc3OC)c[nH]c12,115,13,102,3,-38,3,7,-12,0.9
Cc1[nH]n(-c2ccccc2)c(=O)c1/C=C1/C=c2ccccc2=N1,89,11,93,0,16,18,-13,-3,·
COc1ccc(NC(=O)Cc2c(Cl)cccc2Cl)cn1,87,10,90,-13,36,-9,-11,-6,-0.8
O=C(COc1ccc(Cl)cc1)Nc1ccc2c(c1)C(=O)NC2=O,101,-6,99,-8,3,33*,5,0,1.7
COc1ccc(C2NC(=O)NC(C)=C2C(=O)OCc2ccc3c(c2)OCO3)cc1OC (stereo unspecified),87,6,82,-7,26,-2,1,-34,1.0
Cn1c(C(=O)N/N=C/c2ccccc2)cc2ccccc21,103,8,106,-8,29,-12,6,-3,-1.3
O=C(/C=C/c1cccc([N+](=O)[O-])c1)NCc1ccco1,101,23,88,1,4,4,-1,4,-1.3
C=CCSC1=C(C#N)C(c2ccccc2OC)CC(=O)N1 (stereo unspecified),106,9,110,-7,39,6,7,-12,-0.1
CCOc1ccc(S(=O)(=O)NC2CC2)cc1C(N)=O,96,-8,102,-2,8,-1,-3,-1,0.9
Cc1cc(Nc2ccc(C(=O)O)cc2)n2nc(C)nc2n1,95,32,97,-2,-6,-3,0,0,-0.8
COc1cccc(-n2ccnc2SCC(=O)NCc2ccccc2)c1,104,14,102,-5,62*,15,5,-21,-0.6
O=C(CN1CCN(c2ccccn2)CC1)NC1CCCCC1,104,20,101,-15,11,9,0,-9,1.8
CCN(CC)CC(=O)N(CC(=O)Nc1c(C)cc(C)cc1C)C1CCCCC1,95,3,98,-2,-32,-3,1,8,2.4
COCCN(C(=O)CCC(=O)Nc1nccs1)C(C(=O)NC(C)(C)C)c1ccc(Cl)cc1 (stereo unspecified),96,-8,103,6,24,9,-10,-31,-1.1
Cc1cc(OCCCn2ccnc2)cc(C(C)C)c1,90,23,86,-7,-25,-3,-13,8,0.2
CC(C)c1cc(C(=O)N/N=C/c2cccnc2)cs1,106,35,99,-4,10,-5,-2,-6,-1.0
O=C(CCC(=O)c1ccc(Br)cc1)Nc1cccnc1,92,7,92,2,37,-18,-4,4,0.0
Cc1ccc(C(=O)N/C(=C\c2sccc2C)C(=O)NCc2ccncc2)cc1,91,1,81,2,-11,6,1,-4,-1.2

# 18 of the compounds above, with bars between the fields:
SMILES | MEKK2wt PB1 HTS | NALP1 yeast inh | MEKK3 PB1 HTS | PfM18AAP inh | PHOSPHO1 inh | GPR7 antag | MEKK2 mut-MEK5 | DNA FID counter | OXTR agonist
CC1CN(C(=O)CN2C(=O)c3ccccc3C2=O)CC(C)O1 (stereo unspecified) | 102 | 11 | 97 | -5 | 19 | -11 | 6 | 4 | 0.2
O=C(NCc1ccccc1)C1=C[C@@H](C2CCCCC2)C[C@@H](OCc2ccc(CO)cc2)O1 | 91 | 10 | 101 | -1 | 9 | -11 | 1 | -10 | 0.2
COc1ccc(S(=O)(=O)N2CCOCC2)cc1C(=O)N1CCCCCC1 | 99 | 7 | 98 | -13 | 24 | -13 | -2 | -16 | 0.1
O=C(c1cc(-c2cccc(Cl)c2)on1)N1CCCCCC1 | 109 | 9 | 106 | -4 | 20 | 12 | 10 | -30 | -1.7
CCOC(=O)c1c(C)oc2ccc(NS(=O)(=O)c3ccc(C(=O)O)cc3)cc12 | 100 | 6 | 98 | 8 | 20 | -9 | 1 | -38 | 0.8
Nc1cccn2c(-c3ccc(Cl)cc3)cnc12 | 96 | -3 | 96 | -2 | 12 | -7 | -2 | -4 | -0.4
CCN1C(=O)N[C@@H](CCc2ccccc2)[C@H](C(C)=O)[C@H]1C | 89 | · | 86 | · | · | · | -4 | · | -0.7
CCN(CC)C(=O)C(=O)Nc1ccc(OCc2ccccc2)cc1 | 103 | 21 | 104 | 1 | 6 | -11 | 2 | -22 | 1.3
O=C(Cn1cccc1C(=O)c1ccccc1)NCCCN1CCOCC1 | 94 | 0 | 95 | 2 | 11 | 4 | -5 | 10 | -0.2
O=C(/C=C/c1ccc2c(c1)OCO2)NCC1CCCO1 (stereo unspecified) | 102 | -1 | 103 | 3 | 20 | -1 | 4 | 3 | 0.1
CCc1ncc(CN2CCC(C(=O)Nc3ccc(-n4nc(C)cc4C)cc3)CC2)cn1 | 100 | 16 | 101 | 3 | 51 | -7 | 0 | -7 | -0.5
COc1ccccc1CN1CCC(n2nccc2NC(=O)CCc2ccccc2)CC1 | 122 | 14 | 104 | 1 | 29 | -11 | 14 | 7 | -0.1
CC1(C)S[C@@H]2[C@H](NC(=O)C(C(=O)O)c3ccccc3)C(=O)N2[C@H]1C(=O)O (stereo partly specified) | 93 | 25 | 90 | 1 | 1 | 1 | -4 | -13 | 0.3
COc1cc(C(=O)NC2CCN(Cc3ccccc3)CC2)cc(Cl)c1OC | 103 | 12 | 104 | -7 | 24 | 9 | 0 | 9 | 1.7
CCOC(=O)c1ccc(NC(=O)c2nc[nH]c2C(=O)N[C@@H](CCCCNC(=O)OC(C)(C)C)C(=O)OC(C)(C)C)cc1 | 108 | · | 105 | · | 48 | · | 3 | · | 0.2
CCc1c(C(=O)N/N=C/c2ccc(OCc3ccc(F)cc3)c(OC)c2)nnn1-c1nonc1N | 97 | 12 | 104 | -13 | 4 | -11 | -5 | -12 | 1.6
CCN1CCN(C(=O)C2CCCN(S(=O)(=O)c3cccc4nsnc34)C2)CC1 (stereo unspecified) | 107 | 14 | 101 | 9 | -3 | -8 | 3 | 1 | 0.6
CN(c1ccc(C(=O)N2CCCCC2)cc1)S(C)(=O)=O | 106 | 26 | 103 | 1 | -28 | 2 | 3 | 0 | 1.1

# From PubChem BioAssay

# This is a random part of the collection, and some 6.2% of all compounds hit somewhere here.
